Giardia FBPA inh: Giardia lamblia aldolase inhibition; Potency, µM (doses to about 59.6 µM), for the others: top-dose activity, negative = inhibition, most hits filed as inhibitors; AID 2451; A8B2U2; 290,000 tested, 0.71% active; purified Giardia FBPA; also: potency is read from the fitted curve at half-maximal effect; % is scaled to controls: 0 for no effect and ±100 for the full control effect; nearly all actives have a fitted effect of over 55% in size
Target sequence (A8B2U2 whole entry, looked up): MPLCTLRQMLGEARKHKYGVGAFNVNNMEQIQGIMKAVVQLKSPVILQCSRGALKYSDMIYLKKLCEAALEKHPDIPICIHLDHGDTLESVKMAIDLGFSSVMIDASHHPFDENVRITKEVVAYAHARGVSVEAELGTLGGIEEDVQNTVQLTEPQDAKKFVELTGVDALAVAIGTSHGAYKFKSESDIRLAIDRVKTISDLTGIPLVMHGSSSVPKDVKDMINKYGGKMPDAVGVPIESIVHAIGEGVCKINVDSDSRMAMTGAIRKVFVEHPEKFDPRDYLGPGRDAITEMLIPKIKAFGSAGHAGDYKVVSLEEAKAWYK
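Giardia FBPA (40 nM reagent) was preincubated 10 min at RT with compound (up to 57.5 uM final), then substrate plus GAPDH/TPI/NAD/arsenate coupling system with diaphorase/resazurin was added; resorufin fluorescence (525/598 nm) was read after 20 min.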
Pf growth 96h: P. falciparum growth inhibition at 96 hour, primary screen for plastid delayed-death inhibitors; P. falciparum luciferase reporter growth, 96 h; Potency, µM (doses to about 28.7 µM), without a hit: at the highest dose activity change, negative = inhibition, most hits filed as inhibitors; 320,000 tested, 6.9% active; AID 504834; also: potency is read from the fitted curve at half-maximal effect; % is scaled to controls: 0 for no effect and ±100 for the full control effect
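P. falciparum expressing integrated firefly luciferase, in erythrocytes at 2% hematocrit, 0.05% parasitemia, incubated with compounds 96 h at 37 C, 5% CO2. Growth inhibition read as loss of luminescence; two-generation exposure targets delayed-death apicoplast inhibitors.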
HCV inh: HCV inhibition; Huh7.5.1 HCVcc-Cre infection, luciferase reporter, 44 h; Potency, µM (top dose mostly 41.8 µM), inactives show at the top dose activity change, negative = inhibition, hits mostly inhibitors; AID 651820; 340,000 tested, 3.4% active; also: potency is read from the fitted curve at half-maximal effect; % is scaled to controls: 0 for no effect and ±100 for the full control effect
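Antiviral activity was scored by luciferase reporter output from cells infected with HCVcc-Cre (~0.5 moi) in presence of compound, 44 h infection period, cells seeded 1,000/well 4 h prior.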
CHX counter: counter-screen hit for Shiga toxin inhibitors, cycloheximide | cell reporter, cycloheximide protein synthesis inhibition counterscreen | max response, % | 300,000 tested, 12% active | AID 2314; in the data active = max response mostly above about 13%, no sharp cut-off; inactive = mostly below about 14%; also: read at 38.3 µM for the half of the compounds with a filed dose; 0% is about no effect
Shiga inhibitor: inhibitors of Shiga toxin in Vero cells | Vero cells, Shiga toxin protein synthesis inhibition reporter | inhibition, % at 38.7 µM | 290,000 tested, 9.2% active; in the data active = inhibition mostly above about 28%, no sharp cut-off; inactive = mostly below about 43%; also: 0% is about no effect
Pf growth 48h: inhibits P. falciparum growth in the first generation, 48 h; P. falciparum luciferase growth in erythrocytes, 48 h; Potency, µM (titrated, usually from 28.7 µM), for inactives: top-dose activity change, negative = inhibition, most hits filed as inhibitors; 310,000 tested, 5.9% active; also: potency is read from the fitted curve at half-maximal effect; % is scaled to controls: 0 for no effect and ±100 for the full control effect
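A one-generation exposure of luciferase-tagged malaria parasites in RPMI 1640/Albumax erythrocyte culture, 37 C and 5% CO2. Inhibition is inferred from decreased luminescence after adding detection reagent.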
The depositor's hits bear a star; ? = inconclusive; · = no result given; [ ] = dose if it differs, or a comment. Unless noted, calls follow the shape of the dose curve; as a rule, active = well fitted curve in the direction sought with a large enough effect; inconclusive = small, poorly fitted or top-dose-only effect, or another doubt; inactive = no such curve, though single readings can be large; an effect the other way counts as inactive or inconclusive.

#	SMILES	Giardia FBPA inh	Pf growth 96h	CHX counter	Shiga inhibitor	HCV inh	Pf growth 48h
1	Cc1ccsc1/C=N/NC(=O)c1ccncc1	-3%	35%[activator]	8	21	15%	?
2	CCOC(=O)N1CCC(N2Cc3cccc(C(=O)NCc4ccc5c(c4)OCO5)c3C2=O)CC1	-6%	?	1	-8	?	7.4µM*
3	O=C(/C=C/c1ccc(Cl)c(Cl)c1)N1CCOCC1	1%	?	24*	104*	18%	13%
4	O=C(COc1ccc(C(=O)O)cc1)Nc1cccc(C(F)(F)F)c1	13%	?	4	11	3%	38%[activator]
5	O=C(CN1CCN(C(=O)c2ccccc2)CC1)Nc1cccc(S(=O)(=O)N2CCCC2)c1	·	?	·	·	-11%	?
6	O=C(N[C@@H](Cc1ccccc1)C(=O)N1CCC2(CC1)NCCc1[nH]cnc12)c1cccc(F)c1	·	-4%	7	-4	-11%	-5%
7	O=S(=O)(c1ccc(Cl)nc1)N1CCN(Cc2ccc3c(c2)OCO3)CC1	1%	·	-2	-11	-2%	-6%
8	Cc1cc(=O)n2nc(N3CCCC(C(=O)NCCCN4CCc5ccccc5C4)C3)sc2n1 (stereo unspecified)	?	·	-2	-5	-4%	?
9	CCOC(=O)C(C(C)C)C(N)Cc1ccc(F)cc1 (stereo unspecified)	2%	33%	-1	-3	17%	-12%
10	Cn1c(N)c(C(=O)COC(=O)C2(c3ccc(F)cc3)CCCC2)c(=O)n(C)c1=O	-19%	2.3µM*	-1	-11	?	4.1µM*
11	COc1ccc(-c2noc(CN(C(=O)c3ccc(OC(C)=O)cc3)C(C)C)n2)cc1OC	9%	·	-1	15	-5%	?
12	O=C(O)CCCCCNS(=O)(=O)c1ccc(Cl)cc1	3%	-17%	-6	-6	9%	17%
13	O=C(CSc1nc2ccccc2c(=O)n1Cc1ccco1)c1ccc(F)cc1	5%	·	10	56	?	?
14	Cc1ncc(CCl)c2c1OC(C)(C)OC2	?	-22%	-1	14	21%	7%
15	CCCN=Cc1c(CCC)[nH]n(-c2nc3ccccc3s2)c1=O	3%	?	13	9	-9%	?
16	O=C(NC1(C(F)(F)F)C(=O)Nc2c1c(=O)[nH]c(=O)n2Cc1ccccc1)c1ccc(Cl)cc1 (stereo unspecified)	15%	?	-2	-5	8%	·
17	CCCCn1c(-c2cccnc2)nc2cc3[nH]c(=O)c(C(C)C)nc3cc21	-14%	10µM*	-3	-4	-19%	?
18	CCOc1ccc(OCCNC(=O)C(NC(=O)c2c(F)cccc2F)C(C)C)cc1 (stereo unspecified)	·	-19%	·	·	?	?
19	Cc1cccc2nc(COc3ccc(Cl)c4cccnc34)cn12	-12%	61%[activator]	33*	102*	?	19%
20	CCCCC/C=C\C/C=C\CCCCCCCC(=O)O	1%	0%	·	·	·	-12%

In another format: 19 of the compounds above
2) CCOC(=O)N1CCC(N2Cc3cccc(C(=O)NCc4ccc5c(c4)OCO5)c3C2=O)CC1
3) O=C(/C=C/c1ccc(Cl)c(Cl)c1)N1CCOCC1
4) O=C(COc1ccc(C(=O)O)cc1)Nc1cccc(C(F)(F)F)c1
5) O=C(CN1CCN(C(=O)c2ccccc2)CC1)Nc1cccc(S(=O)(=O)N2CCCC2)c1
6) O=C(N[C@@H](Cc1ccccc1)C(=O)N1CCC2(CC1)NCCc1[nH]cnc12)c1cccc(F)c1
7) O=S(=O)(c1ccc(Cl)nc1)N1CCN(Cc2ccc3c(c2)OCO3)CC1
8) Cc1cc(=O)n2nc(N3CCCC(C(=O)NCCCN4CCc5ccccc5C4)C3)sc2n1 (stereo unspecified)
assay / entry,2,3,4,5,6,7,8
Giardia FBPA inh,-6%,1%,13%,·,·,1%,?
Pf growth 96h,?,?,?,?,-4%,·,·
CHX counter,1,24*,4,·,7,-2,-2
Shiga inhibitor,-8,104*,11,·,-4,-11,-5
HCV inh,?,18%,3%,-11%,-11%,-2%,-4%
Pf growth 48h,7.4µM*,13%,38%[activator],?,-5%,-6%,?

9) CCOC(=O)C(C(C)C)C(N)Cc1ccc(F)cc1 (stereo unspecified)
10) Cn1c(N)c(C(=O)COC(=O)C2(c3ccc(F)cc3)CCCC2)c(=O)n(C)c1=O
11) COc1ccc(-c2noc(CN(C(=O)c3ccc(OC(C)=O)cc3)C(C)C)n2)cc1OC
12) O=C(O)CCCCCNS(=O)(=O)c1ccc(Cl)cc1
13) O=C(CSc1nc2ccccc2c(=O)n1Cc1ccco1)c1ccc(F)cc1
14) Cc1ncc(CCl)c2c1OC(C)(C)OC2
15) CCCN=Cc1c(CCC)[nH]n(-c2nc3ccccc3s2)c1=O
assay / entry,9,10,11,12,13,14,15
Giardia FBPA inh,2%,-19%,9%,3%,5%,?,3%
Pf growth 96h,33%,2.3µM*,·,-17%,·,-22%,?
CHX counter,-1,-1,-1,-6,10,-1,13
Shiga inhibitor,-3,-11,15,-6,56,14,9
HCV inh,17%,?,-5%,9%,?,21%,-9%
Pf growth 48h,-12%,4.1µM*,?,17%,?,7%,?

16) O=C(NC1(C(F)(F)F)C(=O)Nc2c1c(=O)[nH]c(=O)n2Cc1ccccc1)c1ccc(Cl)cc1 (stereo unspecified)
17) CCCCn1c(-c2cccnc2)nc2cc3[nH]c(=O)c(C(C)C)nc3cc21
18) CCOc1ccc(OCCNC(=O)C(NC(=O)c2c(F)cccc2F)C(C)C)cc1 (stereo unspecified)
19) Cc1cccc2nc(COc3ccc(Cl)c4cccnc34)cn12
20) CCCCC/C=C\C/C=C\CCCCCCCC(=O)O
assay / entry,16,17,18,19,20
Giardia FBPA inh,15%,-14%,·,-12%,1%
Pf growth 96h,?,10µM*,-19%,61%[activator],0%
CHX counter,-2,-3,·,33*,·
Shiga inhibitor,-5,-4,·,102*,·
HCV inh,8%,-19%,?,?,·
Pf growth 48h,·,?,?,19%,-12%

(more compounds)
#	SMILES	Giardia FBPA inh	Pf growth 96h	CHX counter	Shiga inhibitor	HCV inh	Pf growth 48h
21	COc1cccc(CNC(=O)CSc2nnc3c(n2)[nH]c2ccc(C)cc23)c1	-16%	-3%	-2	-10	-2%	14%
22	Cn1ccnc1SCC(=O)Nc1cccc(S(=O)(=O)N2CCCCC2)c1	-8%	-31%[5.75 µM]	-2	-18	21%	?
23	CCOc1cc(NC(=S)Nc2ccc(Cl)cc2)c(OCC)cc1NC(C)=O	?	6%	-3	-9	-17%	?
24	CC(Sc1nnc(CNc2cccc3ccccc23)n1-c1ccccc1)C(=O)N/N=C/c1ccco1 (stereo unspecified)	3%	?	-1	-17	-3%	5%
25	Cc1noc(C)c1S(=O)(=O)NCc1ccc2c(c1)OCO2	1%	34%[activator]	-4	1	9%	·
26	COc1ccccc1C(=O)NCCC(=O)N1CC(=O)Nc2ccccc21	-3%	-17%	5	4	7%	17%
27	CC(C)(C)C(=O)Nc1cc(S(=O)(=O)N2CCCCC2)ccc1N1CCCCC1	-1%	-21%	-1	0	?	?
28	CCN1CCN(CC(=O)Nc2ccc(C(C)=O)cc2)CC1	?	1%	0	7	14%	0%
29	Fc1cccc(/C=N/Nc2cc(N3CCOCC3)ncn2)c1	-3%	2.3µM*	23*	25*	?	147%[activator]
30	O=C(Nc1ccc(N2CCCC2)cc1)c1ccc(Cl)cc1Cl	4%	42%[activator]	47*	47*	-22%	·
31	O=C(Nc1nnc(Cc2c[nH]c3ccccc23)s1)c1ccc(Cl)cc1Cl	-10%	-16%	17*	35*	0%	10%
32	Cc1cccc2cc(CN(Cc3ccco3)C(=O)Nc3cccc(C#N)c3)c(Cl)nc12	0%	13µM*	-2	5	?	9.3µM*
33	COc1ccc(S(=O)(=O)N(CC(=O)NCc2ccco2)C2CCCCC2)cc1OC	12%	-25%	-1	-4	20%	?
34	Cc1cccc(NC(=O)CSc2nnc(C3CC3)n2CC2CCCO2)c1C (stereo unspecified)	1%	28%	-7	-5	9%	0%
35	CC(C)OC(=O)c1c(NC(=O)c2ccco2)sc2c1CCCC2	8%	28%	-1	-4	?	30%
36	Cc1csc(NC(=O)CSc2nnc(-c3ccco3)n2C)n1	12%	11%[5.75 µM]	-1	5	9%	?
37	Cc1oc(-c2ccccc2F)nc1CS(=O)(=O)CC(=O)NCCN(C)C1CCCCC1	2%	-5%	-8	-7	-28%	·
38	COC(=O)/C=C/c1ccc(OC(=O)OC)c(OC(=O)OC)c1	-2%	24%	9	-5	-13%	5%
39	Cc1ccc(NC2(c3nnnn3-c3c(C)cccc3C)CCCCC2)cc1	-4%	?	-1	-14	?	13µM*
40	CCOc1ccc(C(C)=O)cc1CSc1nnc(-c2ccncc2)n1CCOC	-1%	-20%	-6	21	-1%	?

Full records from above.
Listed for CCOc1ccc(C(C)=O)cc1CSc1nnc(-c2ccncc2)n1CCOC → Giardia FBPA inh = -1%; Pf growth 96h = -20%; CHX counter = -6; Shiga inhibitor = 21; HCV inh = -1%; Pf growth 48h = ?
Listed for Fc1cccc(/C=N/Nc2cc(N3CCOCC3)ncn2)c1 → Giardia FBPA inh = -3%; Pf growth 96h = 2.3µM*; CHX counter = 23*; Shiga inhibitor = 25*; HCV inh = ?; Pf growth 48h = 147%[activator]

Bioassay records as filed in PubChem.
